GLP1R ag = qHTS of GLP-1 Receptor Agonists; Glucagon-like peptide 1 receptor (Homo sapiens), P43220; HEK293 GLP-1R CRE-luciferase, luminescence, 4-6 h; cells express a hypersensitive GLP-1R form; Potency, µM (top dose mostly 45.6 µM), for the others: top-dose activation, hits mostly activators; actives 0.007% (n = 380,000); note: potency is the fitted concentration of half-maximal effect; % of control where 0% means no effect
Target sequence (P43220 whole entry, looked up): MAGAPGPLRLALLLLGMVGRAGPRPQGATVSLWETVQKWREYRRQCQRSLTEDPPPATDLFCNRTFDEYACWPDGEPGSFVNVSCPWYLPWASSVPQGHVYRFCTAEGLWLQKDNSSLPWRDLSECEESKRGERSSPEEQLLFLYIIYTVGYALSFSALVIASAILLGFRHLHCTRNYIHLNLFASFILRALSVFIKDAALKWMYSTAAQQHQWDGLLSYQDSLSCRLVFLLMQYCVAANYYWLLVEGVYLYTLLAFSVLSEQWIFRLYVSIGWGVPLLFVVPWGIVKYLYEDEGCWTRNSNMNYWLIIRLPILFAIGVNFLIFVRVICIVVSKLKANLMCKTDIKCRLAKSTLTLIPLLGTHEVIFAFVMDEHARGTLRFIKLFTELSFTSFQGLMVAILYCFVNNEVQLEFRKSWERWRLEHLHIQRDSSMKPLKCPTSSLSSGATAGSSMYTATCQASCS
HT1080 IDH1KD tx = qHTS for induction of synthetic lethality in tumor cells producing 2HG: qHTS for the HT-1080-IDH1KD cell line; HT-1080 IDH1 knockdown viability, ATP luminescence, 48 h; Potency, µM (doses to about 46.1 µM), for inactives: at the highest dose activity, negative = toxicity, usual class: cytotoxic; actives 2% (n = 360,000);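 note: potency is the fitted concentration of half-maximal effect; 0% = DMSO wells and -100% = cell-free medium wells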
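Viability of IDH1-knockdown HT-1080 fibrosarcoma cells was assessed by CellTiter-Glo after 48 h at 37 °C with titrated compound; concentration-effect curves were classified by fit quality and response size.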
HT1080-NT tox = qHTS for induction of synthetic lethality in tumor cells producing 2HG: qHTS for the HT-1080-NT fibrosarcoma cell line | Potency, µM (highest dose often 46.1 µM), inactives show top-dose activity, negative = less viability, most hits filed as cytotoxic | HT-1080-NT fibrosarcoma viability, CellTiter-Glo ATP luminescence, 48 h | AID 686970, 2013 | actives 1.6% (n = 360,000);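 note: NT is the 2HG producing partner of a matched IDH1 knockdown line; potency is the fitted concentration of half-maximal effect; 0% = DMSO-treated cells and -100% = media-only wells without cells; nearly all actives have a fitted effect of over 55% in size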
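Luminescent CellTiter-Glo readout after 48 hours of compound exposure at 37 degrees C defined viability of HT-1080-NT cells. Activity was normalized to DMSO wells and cell-free media wells; concentration-response curves were fitted and assigned curve classes.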
DRD3 antagonist = qHTS of D3 Dopamine Receptor Antagonist: qHTS | D3R cells, DiscoveRx beta-arrestin luminescence, antagonist mode; stronger effect = lower value | max response, negative = inhibition, % | actives 2.5% (n = 360,000); in the data active = max response below about -50%; inconclusive = no clear call, values can overlap the other calls; note: % is set by controls: 0 for no effect and ±100 for the full control effect; mostly tested at two doses, the higher about 12 µM
Target sequence (P35462 whole entry, looked up): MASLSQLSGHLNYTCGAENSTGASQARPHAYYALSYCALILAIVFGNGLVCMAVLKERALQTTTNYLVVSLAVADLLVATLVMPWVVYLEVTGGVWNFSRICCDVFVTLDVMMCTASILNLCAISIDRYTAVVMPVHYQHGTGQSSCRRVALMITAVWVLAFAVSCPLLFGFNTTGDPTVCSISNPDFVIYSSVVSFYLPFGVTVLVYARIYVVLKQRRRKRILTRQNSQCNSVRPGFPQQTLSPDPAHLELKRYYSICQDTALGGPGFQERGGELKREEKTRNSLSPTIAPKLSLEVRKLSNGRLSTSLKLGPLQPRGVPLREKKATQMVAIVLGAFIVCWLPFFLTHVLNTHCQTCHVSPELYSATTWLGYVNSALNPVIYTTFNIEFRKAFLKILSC
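Cells plated overnight at 1500 cells/well, then exposed to library compounds with dopamine controls for 90 minutes at 37 degrees C. DiscoveRx reagent added for 30–60 minutes at room temperature; luminescence read, quantitative HTS format.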
IL1B secr inh = qHTS for Inhibitors of Inflammasome Signaling: IL-1-beta AlphaLISA Primary Screen; actives 4.7% (n = 360,000); THP-1 LPS/ATP IL-1B secretion, AlphaLISA, 16 h; stronger effect = lower value; activity change, % at 57.5 µM; in the data active = activity change below about -50%; inconclusive = mostly about -30% to -49%; note: % is set by controls: 0 for no effect and ±100 for the full control effect
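Secreted IL-1B measured by AlphaLISA bead assay after 16 h compound exposure of THP-1 cells; compounds (final up to 57.5 uM) added 1 h before LPS (250 ng/mL) and ATP (1.25 mM) stimulation; lower signal means less secretion.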
KB-3-1 tox = qHTS assay for MDR1-selective chemotherapeutics: Primary screen using the parental adenocarcinoma cell KB-3-1. actives 1.4% (n = 400,000). KB-3-1 viability, CellTiter-Glo ATP luminescence, 72 h. Potency, µM (series often up to 46.1 µM), inactives show at the top dose activity change, negative = cytotoxic, most hits filed as cytotoxic; note: potency is the fitted concentration of half-maximal effect; % is set by controls: 0 for no effect and ±100 for the full control effect; nearly all actives have a fitted effect of over 60% in size
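Luminescent ATP read-out (CellTiter-Glo) measures survival of drug-naive KB-3-1 cells after 72 h compound exposure at 37 °C. Titration series was screened from lowest to highest concentration, with DMSO vehicle plates as background controls.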
SW480 rereplic = A quantitative high throughput screen for small molecules that induce DNA re-replication in SW480 colon adenocarcinoma cells | AID 624297, 2012 | Potency, µM (top dose mostly 46.1 µM), for inactives: top-dose re-replication activation, most hits filed as activators | SW480 DNA re-replication, Hoechst DNA content imaging, 48 h | actives 1.8% (n = 340,000); note: potency is the fitted concentration of half-maximal effect; % of control where 0% means no effect; nearly all actives have a fitted effect of over 55% in size
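Image-based read-out: total Hoechst fluorescence of nuclei (405 nm excitation, 500-530 nm emission), with hits raising the fraction of high-intensity nuclei. SW480 colon cells incubated 48 hr with compounds at 37 C.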
D3 ag = qHTS of D3 Dopamine Receptor Agonist: qHTS; actives 0.58% (n = 410,000); D3R DiscoveRx beta-arrestin cells, luminescence, 90 min; max activation, %; D(3) dopamine receptor (Homo sapiens), P35462; in the data active = max activation above about 30%; note: 0% is about no effect; mostly tested at two doses, the higher about 12 µM
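Cells at 1500/well, incubated overnight, then treated with pinned compounds (dopamine as control) for 90 min at 37 degrees C. DiscoveRx reagent added for 30 - 60 minutes at room temperature; luminescence read.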
KB-V1 cytotox = qHTS assay for MDR1-selective chemotherapeutics: Primary screen using the drug-selected MDR subline cells KB-V1. AID 1347076, 2019. KB-V1 MDR cells viability, CellTiter-Glo, 72 h. Potency, µM (doses to about 46.1 µM), for inactives: at the top dose activity change, negative = cytotoxicity, most hits filed as cytotoxic. actives 3.4% (n = 400,000); note: potency is the fitted concentration of half-maximal effect; % is set by controls: 0 for no effect and ±100 for the full control effect; nearly all actives have a fitted effect of over 60% in size
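KB-V1, DMEM (no phenol red) + 10% FBS; cpd pin-transferred, titration series; 72 h, 37 degrees C; CellTiter-Glo, luminescence. Data normalized, curve-fit.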
Starred values were filed as active, the others as inactive; & = joins results of further samples; [ ] = another dose, or the depositor's remark. Unless noted, calls come from the whole dose curve; as a rule, active = well fitted curve in the direction sought with a large enough effect; inconclusive = small, poorly fitted or top-dose-only effect, or another doubt; inactive = no such curve, though single readings can be large; an effect the other way counts as inactive or inconclusive.

For Cc1cc(C(=O)N2CCCC(C(=O)c3ccc4ccccc4c3)C2)n(C)n1 (stereo not given) the results were GLP1R ag 14%, HT1080 IDH1KD tx -18%, HT1080-NT tox -13%, DRD3 antagonist -12, IL1B secr inh 19, KB-3-1 tox 8%, SW480 rereplic 3%, D3 ag 5 and KB-V1 cytotox 17%.
Screening CC1(N(O)C=C2C=CC(=O)C=C2)CCCCC1=O (stereo not given) returned GLP1R ag -2%, HT1080 IDH1KD tx 6%, HT1080-NT tox 11%, DRD3 antagonist -8, IL1B secr inh 8, KB-3-1 tox 5%, SW480 rereplic -3%, D3 ag -11 and KB-V1 cytotox 6%.
`Cc1cccc(C(=O)N[C@H](C(=O)Nc2cc(S(=O)(=O)N3CCCCC3)ccc2C)C(C)C)c1` gave GLP1R ag -4%, HT1080 IDH1KD tx -3%, HT1080-NT tox 0%, DRD3 antagonist -11, IL1B secr inh -1, KB-3-1 tox -2%, SW480 rereplic 16%, D3 ag -5 and KB-V1 cytotox inconclusive.
For CCC(C)N(C(=O)c1csnn1)C(C(=O)NCc1ccc(F)cc1)c1ccco1 (stereo not given) the results were GLP1R ag -9%, HT1080 IDH1KD tx 4%, HT1080-NT tox 2%, DRD3 antagonist -9, IL1B secr inh -2, KB-3-1 tox -3%, SW480 rereplic -5%, D3 ag 11 and KB-V1 cytotox 16µM*.
For O=C(O)COc1ccccc1/C=N/NC(=O)c1cccc(S(=O)(=O)N2CCOCC2)c1 the results were GLP1R ag -2%, HT1080 IDH1KD tx 18%, HT1080-NT tox 18%, DRD3 antagonist -15, IL1B secr inh -7, KB-3-1 tox 10%, SW480 rereplic 2%, D3 ag -5 and KB-V1 cytotox 5%.
CCN(CC)CCNC(=O)c1cc2c(-c3cccc(OC)c3)nn(C)c2s1 was read as GLP1R ag 9%, HT1080 IDH1KD tx inconclusive, HT1080-NT tox inconclusive, DRD3 antagonist -23, IL1B secr inh -79*, KB-3-1 tox inconclusive, SW480 rereplic inconclusive, D3 ag -13&-30 and KB-V1 cytotox inconclusive.
Screening Cc1nn(C(C)C(=O)NCC2CCCO2)c(=O)c2cc3occc3n12 (stereo not given) returned GLP1R ag -7%, HT1080 IDH1KD tx 1%, HT1080-NT tox 11%, DRD3 antagonist 8, IL1B secr inh 5, KB-3-1 tox 19%, SW480 rereplic -13%, D3 ag 4 and KB-V1 cytotox -25%.
For COc1ccc(N(CC(=O)NCC2CCCO2)C(=O)CCC(=O)Nc2cc(C)on2)cc1OC (stereo not given) the results were GLP1R ag 1%, HT1080 IDH1KD tx 2%, HT1080-NT tox 15%, DRD3 antagonist -11, IL1B secr inh 7, KB-3-1 tox -8%, SW480 rereplic -12%, D3 ag -13 and KB-V1 cytotox -8%.
For O=C(c1ccc(-n2cccn2)cc1)N1CCc2c([nH]c3ccccc23)C1c1ccccn1 (stereo not given) the results were GLP1R ag 8%, HT1080 IDH1KD tx -7%, HT1080-NT tox -1%, DRD3 antagonist -4, IL1B secr inh -27, KB-3-1 tox -13%, SW480 rereplic inconclusive, D3 ag -10 and KB-V1 cytotox 1%.
Screening Cc1ccc(S(=O)(=O)Nc2ccc3c(c2)C(=O)N([C@H](C)CO)C[C@H](C)[C@H](CN(C)C(=O)Nc2cccc4ccccc24)OCCCC[C@@H](C)O3)cc1 returned GLP1R ag -3%, HT1080 IDH1KD tx -18%, HT1080-NT tox -10%, DRD3 antagonist 23, IL1B secr inh -2, KB-3-1 tox -2%, D3 ag 1 and KB-V1 cytotox inconclusive.
For CC(NC(=O)Cc1cccs1)C(c1cccs1)N1CCN(c2ccccc2)CC1 (stereo not given) the results were GLP1R ag -1%, HT1080 IDH1KD tx 0%, HT1080-NT tox 0%, DRD3 antagonist 8, IL1B secr inh -4, KB-3-1 tox -4%, SW480 rereplic -1%, D3 ag 9 and KB-V1 cytotox -14%.
`O=C(Cn1cnc2sc(-c3ccccc3)cc2c1=O)NCCc1ccccc1` gave GLP1R ag 1%, HT1080 IDH1KD tx -5%, HT1080-NT tox -6%, DRD3 antagonist 19, IL1B secr inh 41, KB-3-1 tox -3%, SW480 rereplic inconclusive, D3 ag 3 and KB-V1 cytotox inconclusive.
`CCOC(=O)[C@]12CCC=C1N(Cc1ccco1)C(=O)[C@H](CC(=O)NCc1cccs1)C2` gave GLP1R ag 10%, HT1080 IDH1KD tx 2%, HT1080-NT tox 22%, DRD3 antagonist 12, IL1B secr inh 7, KB-3-1 tox 19%, D3 ag 5 and KB-V1 cytotox 0%.
For Cn1c(=O)c(-c2cccc(Cl)c2)c(O)c2ccccc21 the results were GLP1R ag 2%, HT1080 IDH1KD tx -1%, HT1080-NT tox 3%, DRD3 antagonist 0, IL1B secr inh 12, KB-3-1 tox -4%, SW480 rereplic 1%, D3 ag 10 and KB-V1 cytotox 11%.
For O=C(COC(=O)COc1ccccc1)NCc1ccccc1 the results were GLP1R ag 2%, HT1080 IDH1KD tx 11%, HT1080-NT tox 12%, DRD3 antagonist 7, IL1B secr inh -12, KB-3-1 tox -9%, SW480 rereplic 1%, D3 ag -1 and KB-V1 cytotox -1%.
Screening O=C1CSC(c2ccc(Cl)cc2)N1C1CCCCC1 (stereo not given) returned GLP1R ag 22%, HT1080 IDH1KD tx -3%[9.24 µM], HT1080-NT tox -4%, DRD3 antagonist -9, IL1B secr inh 0, KB-3-1 tox inconclusive, SW480 rereplic 18%, D3 ag 5 and KB-V1 cytotox inconclusive.
Screening CCN(CC(=O)Nc1c(F)cccc1F)C(=O)C1CCN(S(=O)(=O)c2ccccc2C(=O)OC)CC1 returned GLP1R ag -3%, HT1080 IDH1KD tx 0%, HT1080-NT tox 3%, DRD3 antagonist 3, IL1B secr inh -18, KB-3-1 tox -1%, SW480 rereplic -15%, D3 ag 0 and KB-V1 cytotox -18%.
Screening OC(CNc1nc(-c2cccnc2)nc2ccccc12)c1ccccc1 (stereo not given) returned GLP1R ag 21%, HT1080 IDH1KD tx inconclusive, HT1080-NT tox inconclusive, DRD3 antagonist 15, IL1B secr inh -66*, KB-3-1 tox 16%, SW480 rereplic inconclusive, D3 ag 4 and KB-V1 cytotox inconclusive.
For O=C(Cc1cccs1)N[C@@H]1c2ccccc2CC[C@H]1OCc1ccccc1 the results were GLP1R ag 8%, HT1080 IDH1KD tx 1%, HT1080-NT tox 2%, DRD3 antagonist inconclusive, IL1B secr inh -7, KB-3-1 tox 0%, SW480 rereplic inconclusive, D3 ag 0 and KB-V1 cytotox -3%.
`Cc1ccnc2c(N3C(=O)C4C5C=CC(C5)C4(C)C3=O)cccc12` (stereo not given) gave GLP1R ag -1%, HT1080 IDH1KD tx 6%, HT1080-NT tox 1%, DRD3 antagonist -8, IL1B secr inh 45, KB-3-1 tox 1%, SW480 rereplic 15%, D3 ag 0 and KB-V1 cytotox inconclusive.

Of the compounds above, 2 have fluorine.
For CCC(C)N(C(=O)c1csnn1)C(C(=O)NCc1ccc(F)cc1)c1ccco1 (stereo not given) the results were GLP1R ag -9%, HT1080 IDH1KD tx 4%, HT1080-NT tox 2%, DRD3 antagonist -9, IL1B secr inh -2, KB-3-1 tox -3%, SW480 rereplic -5%, D3 ag 11 and KB-V1 cytotox 16µM*.
Screening CCN(CC(=O)Nc1c(F)cccc1F)C(=O)C1CCN(S(=O)(=O)c2ccccc2C(=O)OC)CC1 returned GLP1R ag -3%, HT1080 IDH1KD tx 0%, HT1080-NT tox 3%, DRD3 antagonist 3, IL1B secr inh -18, KB-3-1 tox -1%, SW480 rereplic -15%, D3 ag 0 and KB-V1 cytotox -18%.

The results go on:
For Cc1ccc(-c2cnc(-c3ccccc3C(=O)O)o2)cc1 the results were GLP1R ag -1%, HT1080 IDH1KD tx 14%, HT1080-NT tox 8%, DRD3 antagonist -6, IL1B secr inh -6, KB-3-1 tox -7%, SW480 rereplic 0%, D3 ag -8 and KB-V1 cytotox 14%.
Cc1ccccc1C(=O)Nc1nncs1 was read as GLP1R ag 1%, HT1080 IDH1KD tx -2%, HT1080-NT tox -2%, DRD3 antagonist -9, IL1B secr inh -5, KB-3-1 tox -1%, SW480 rereplic -1%, D3 ag -2 and KB-V1 cytotox 16%.
Screening CCN(CC)CCCNC(=O)c1cc(-c2ccccc2)c(N2CCCCC2)s1 returned GLP1R ag 7%, HT1080 IDH1KD tx inconclusive, HT1080-NT tox inconclusive, DRD3 antagonist inconclusive, IL1B secr inh -10, KB-3-1 tox 18µM*, SW480 rereplic 19%, D3 ag -40 and KB-V1 cytotox inconclusive.
Cc1ccc(NC(=O)CN(C)C(=O)c2ccc(Cl)c([N+](=O)[O-])c2)cc1 was read as GLP1R ag -9%, HT1080 IDH1KD tx 15%, HT1080-NT tox 17%, DRD3 antagonist inconclusive, IL1B secr inh -85*, KB-3-1 tox 0%, SW480 rereplic 1%, D3 ag -13 and KB-V1 cytotox 7%.
CC(C)Nc1nc(Nc2ccc(F)cc2)c2sccc2n1 was read as GLP1R ag 22%, HT1080 IDH1KD tx -18%, HT1080-NT tox -24%, DRD3 antagonist 2, IL1B secr inh -5, KB-3-1 tox -2%, D3 ag 3 and KB-V1 cytotox inconclusive.
`O=C(c1ccco1)[C@@H]1[C@@H]2C(=O)N(c3ccccc3)C(=O)[C@@H]2C2c3ccccc3C=CN21` (stereo not given in full) gave GLP1R ag -1%, HT1080 IDH1KD tx -17%, HT1080-NT tox 4%, DRD3 antagonist inconclusive, IL1B secr inh 23, KB-3-1 tox 14%, SW480 rereplic -2%, D3 ag -7 and KB-V1 cytotox -2%.

Bioassay records as filed in PubChem BioAssay.
